# Assay outcomes from PubChem.
# PDI inh: blocks human protein disulfide isomerase activity. inhibition, % at 10 µM. PDI insulin aggregation turbidity, A650, 90 min. hit rate 0.052% among 350,000;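 active = mean inhibition across replicates of 30% or more, whatever share of single replicates reach that level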;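 also: absorbance from insulin aggregation driven by PDI reduction with DTT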
# Target sequence (P07237 whole entry, looked up): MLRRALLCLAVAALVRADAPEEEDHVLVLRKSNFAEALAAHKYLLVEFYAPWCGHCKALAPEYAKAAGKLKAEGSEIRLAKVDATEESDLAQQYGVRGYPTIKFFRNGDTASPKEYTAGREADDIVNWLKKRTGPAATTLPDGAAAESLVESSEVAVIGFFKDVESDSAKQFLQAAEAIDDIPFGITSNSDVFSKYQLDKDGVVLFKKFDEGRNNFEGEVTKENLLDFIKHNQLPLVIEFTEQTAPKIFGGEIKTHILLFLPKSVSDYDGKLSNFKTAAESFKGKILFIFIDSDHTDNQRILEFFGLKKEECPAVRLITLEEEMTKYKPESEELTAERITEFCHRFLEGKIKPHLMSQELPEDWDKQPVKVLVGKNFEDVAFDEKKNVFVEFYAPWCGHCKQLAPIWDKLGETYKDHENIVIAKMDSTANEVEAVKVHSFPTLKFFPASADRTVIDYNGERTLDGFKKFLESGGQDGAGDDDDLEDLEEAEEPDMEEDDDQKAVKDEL
# NR2E3 ag-1: human photoreceptor-specific nuclear receptor agonism; CHO-S Gal4-NCOR/VP16-NR2E3 two-hybrid, luciferase; inhibition of corepressor binding, % at 3.98 µM; AID 602229; Q9Y5X4; hit rate 0.35% among 360,000;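 active = inhibition above the mean of all tested compounds plus 3 SD, cut at about 70% in these data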;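 also: 0% = DMSO with NR2E3 transfected cells and 100% = cells lacking NR2E3 construct; higher means lower luciferase signal from less NR2E3 corepressor binding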
# Target sequence (Q9Y5X4 whole entry, looked up, the tested form may be a part): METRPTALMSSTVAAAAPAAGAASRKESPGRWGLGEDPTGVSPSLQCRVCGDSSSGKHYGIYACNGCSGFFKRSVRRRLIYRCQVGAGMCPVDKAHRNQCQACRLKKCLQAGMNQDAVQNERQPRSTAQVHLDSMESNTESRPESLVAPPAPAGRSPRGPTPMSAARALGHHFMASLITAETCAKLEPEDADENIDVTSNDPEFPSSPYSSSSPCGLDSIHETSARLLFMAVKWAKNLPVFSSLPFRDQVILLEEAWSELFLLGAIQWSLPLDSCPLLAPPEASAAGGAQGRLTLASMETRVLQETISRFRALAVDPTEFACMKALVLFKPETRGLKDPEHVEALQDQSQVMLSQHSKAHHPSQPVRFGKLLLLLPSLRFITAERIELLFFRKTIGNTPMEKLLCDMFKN
# CaV13 FRET inh: Primary screen for inhibitors of IQ motif and Ca2+-dependent inactivation inhibitor domain binding in CACNA1D, Förster resonance energy transfer in living cells, …; HEK cells, CFP/YFP FRET ICDI-IQ, plate reader, 10 min; percent FRET-ratio fall versus neutral wells; inhibition, % at 12.3 µM; hit rate 0.098% among 340,000; AID 743397;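 active = mean replicate inhibition of at least 30% and at least 1% of replicates passing that level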;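 also: 0% = median of the neutral control wells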
# Vif inh: HIV Vif inhibition | AID 602346 | HEK293T cells, Vif self-association by quenched fluorescence, imaging, 24 h | inhibition, % at 7.49 µM | hit rate 0.35% among 340,000; in the data active = inhibition above about 50%, passing the limit was not always enough; also: some results filed as inactive read as strong as hits
# Peg3 prom inh: reduces Peg3 promoter-driven luciferase expression in HeLa; HeLa PEG-Prom luciferase reporter, luminescence, overnight; inhibition, % at 20 µM; hit rate 1.7% among 360,000; AID 588405;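 active = inhibition of at least 50% at 20 µM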
# HIF-2a block: inhibitors of HIF-2a; 786-0 RCC cells HIF-2a reporter, luciferase luminescence, overnight; AID 624352; inhibition, % at 18.8 µM; hit rate 0.72% among 360,000;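 active = inhibition of the luminescence signal of 40% or more relative to plate controls, in a single-dose primary screen at 18.75 µM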
# NR2E3 ag-2: activates human photoreceptor nuclear receptor NR2E3 | Q9Y5X4 | GST-NR2E3/biotin-RetCOR TR-FRET, 1536-well | inhibition of corepressor binding, % at 4.78 µM | hit rate 0.12% among 320,000 | AID 2300;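 active = percent inhibition above the cutoff of mean plus 3 SD of all tested compounds, set per screening campaign, cut at about 20% in these data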;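 also: 0% = DMSO wells and 100% = biotin wells as full block of FRET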
#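 Test system – NR2E3–RetCOR corepressor complex · Quantity – NR2E3 fusion 1.35 nM · Buffer or medium – Tris pH 7.5 · Incubation – Compound–protein incubation for 5 h at 4 °C · Technique – TR-FRET, Eu(K)-anti-GST donor, streptavidin-D2 acceptor, ex 340, em 617/671 nm · Evaluation – percent inhibition of 671/617 nm emission ratio versus biotin and DMSO controls · Plate – 1536-well format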
# TRPM1 prom inh: MITF TRPM1 promoter inhibition in SK-MEL-5 cells. SK-MEL-5 TRPM1 promoter luciferase, 24 h. inhibition, % at 12.5 µM. hit rate 0.83% among 330,000. AID 488899;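 active = mean inhibition across replicates of 60% or more, whatever share of single replicates reaches that level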; also: values of inactives mirror those of a sister screen read the other way
# iPSC survival up: increases survival of single human iPS cells. survival enhancement, % at 20 µM. AID 602274. hiPSC single-cell survival, ATPlite luminescence; 100% = ROCK inhibitor wells, 0% = DMSO. hit rate 0.044% among 360,000; in the data active = survival enhancement above about 18%;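 also: cells exposed to compounds for 16 hours before the ATP read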
# Exocytosis inh: blocks lytic granule exocytosis; TALL-104 LAMP-1 surface exposure, flow cytometry; cells stimulated with thapsigargin and PMA; inhibition, % at 10 µM; hit rate 0.66% among 360,000; AID 651702;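 active = inhibition above about 55%, limit read from the data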
# aDG glyco act: alpha-DG glycosylation activation. activation, % at 10 µM. hit rate 0.22% among 360,000. Pro5-aDG cells, alpha-DG glycosylation AlphaScreen (IIH6); 0% Pro5, 100% B10-LARGE cell signal;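 active = activation of at least 8% versus controls, or a plate z-score of at least 8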;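 also: Pro5 are CHO cells carrying HIG-tagged alpha-DG that lacks glycosylation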
# * marks the source's active call; other numbers are inactive results; i = inactive; x = no result given.
SMILES,PDI inh,NR2E3 ag-1,CaV13 FRET inh,Vif inh,Peg3 prom inh,HIF-2a block,NR2E3 ag-2,TRPM1 prom inh,iPSC survival up,Exocytosis inh,aDG glyco act
COc1cc(C(C)=O)ccc1Oc1ccc(S(=O)(=O)N2CCOCC2)cn1,4.7,-24.3,-3.2,20.9,17.4,25.5,4.2,14.9,2.9,-3.4,-0.1
CCc1cc2c(=O)c(-n3cnc4ccccc43)coc2cc1O,6.4,-28.9,x,-0.4,-19.9,-17.5,-1.6,0.2,-2.5,-9.0,0.0
Cc1nc(N2CCN(S(=O)(=O)c3ccc(Br)cc3)CC2)c2c(C)c(C)sc2n1,-3.7,11.4,5.7,7.1,18.9,21.1,1.9,13.3,0.2,8.5,0.2
Cn1cccc1/C=N/NC(=O)CSc1nc2ccccc2n1C,-10.3,-11.8,-8.4,-4.0,6.4,2.2,4.6,-14.6,1.2,-4.8,0.1
CCCN(CCC)C(=O)Cn1c(=O)n(CCCC(=O)NCc2ccco2)c(=O)c2sccc21,-5.5,22.5,-4.7,1.2,7.5,13.1,-1.6,7.8,-0.5,5.7,-0.1
Cc1nnc(SCC(=O)Nc2cccc(S(=O)(=O)N3CCCC3)c2)n1C1CC1,-10.6,-18.4,-5.6,-4.2,5.4,-2.7,x,x,-3.4,-7.7,0.0
CCOC(CNC(=O)c1ccc2c(c1)ncn2-c1ccc(F)c(F)c1)OCC,-2.4,-6.4,6.5,-2.8,-4.6,12.2,-0.6,-10.1,-1.9,-0.9,-0.4
Cc1ccc2c(c1)C(c1ccc(N3CCOCC3)cc1)=NNC(c1cccs1)=N2,-0.9,-10.6,-6.0,-7.3,1.7,-12.4,-0.2,6.7,-0.7,-3.2,-0.3
Cc1cc(OCC(=O)NCCO)ccc1Cl,-0.5,-22.3,3.8,-4.0,9.3,-7.7,-0.2,-2.4,-2.1,-1.9,-0.1
O=C1N=c2ccccc2=C1c1sc(=S)n(NC(=O)c2cccc(O)c2)c1O,-4.3,-5.3,5.8,-2.4,10.2,11.5,x,7.1,-1.2,1.0,0.0
O=C(CN1CCOC1=O)N1CCCC(N2CCN(c3cccc(C(F)(F)F)c3)CC2)C1 (stereo unspecified),4.1,-5.5,-1.8,2.5,-37.6,-39.4,-3.6,-3.1,0.3,2.4,-0.6
COc1ccc(NC(=O)N2CCN(c3ccc([N+](=O)[O-])cc3)CC2)cc1,-0.9,-6.4,-2.0,15.7,-3.7,-2.9,3.3,-0.5,-1.1,0.6,1.7
O=C(c1ccccn1)N1N=C2/C(=C/c3ccccc3)CCCC2C1c1ccccc1 (stereo unspecified),0.4,-14.3,-3.1,6.3,-3.1,-3.7,0.7,-0.1,-1.9,-2.1,-0.1
CC1CC(C)CN(C(=S)Nc2ccc(SC(F)F)cc2)C1 (stereo unspecified),0.8,-29.8,-6.1,-4.1,-24.2,-28.1,-1.9,-3.5,-0.8,-2.9,0.7
Cc1cccc(S(=O)(=O)Nc2nc3ccccc3nc2NCc2ccc3c(c2)OCO3)c1,0.7,26.6,-4.3,-1.3,15.9,12.7,0.2,7.6,-1.2,0.3,0.3
CC(=O)c1c(C)[nH]c(C(=O)NCc2ccccn2)c1C,0.6,-7.7,-5.5,x,-37.6,-41.0,0.4,-25.4,-0.9,0.9,0.0
COc1ccc2cc(CN(CCCN3CCOCC3)Cc3nnnn3C3CCCC3)c(=O)[nH]c2c1,-3.0,-5.4,-8.6,9.3,7.0,-3.0,0.8,0.1,4.7,-1.6,0.0
CSCCC(NC(=O)c1ccccc1)C(=O)N1CCN(C(=O)c2ccccc2)CC1 (stereo unspecified),-3.4,0.4,-2.2,-3.5,10.9,1.9,x,x,1.5,20.4,-0.1
CCN(CC)C(=O)C1CCN(S(=O)(=O)c2ccc(C3CNC(=O)C3)cc2)CC1 (stereo unspecified),x,-8.7,-7.5,-1.0,11.6,10.1,-3.3,-0.6,1.8,5.5,0.0
CCN(C(=O)COC(=O)c1cccnc1)c1cccc2ccccc12,9.9,-27.6,-5.2,-21.7,24.0,14.8,x,2.3,-1.7,14.9,0.1
O=C(c1ccc(F)cc1)N1CCCC(N2CCN(Cc3ccc4c(c3)OCO4)CC2)C1 (stereo unspecified),-11.0,27.6,-7.0,-3.6,1.7,6.1,1.8,4.9,-0.3,-9.4,-0.2
Cc1ccc(CNC(=O)c2coc(=O)c3ccccc23)o1,-2.4,-9.5,-4.0,13.4,7.0,19.3,-2.6,22.5,-0.7,-1.7,0.0
Cc1[nH]c2ccccc2c1CN1CCN(c2ccccn2)CC1,-1.5,-23.2,-2.2,3.1,-10.6,-1.2,1.6,1.7,1.1,-7.7,0.1
Cc1c(N=C2N=C(NC(=O)c3ccc(F)cc3)c3ccccc32)c(=O)n(-c2ccccc2)n1C,-4.1,-24.8,-2.4,-1.1,62.9*,-34.5,-0.6,-17.7,1.5,0.3,-0.3
CCN(C(=O)COC(=O)c1ccc(=O)n(Cc2ccccc2)n1)C1CCCCC1,-4.9,3.8,-5.2,4.1,-1.9,-3.3,-0.1,6.6,-0.1,2.3,0.2
COc1cc(OC)cc(-c2cc3cc4c(cc3cn2)OCO4)c1,4.3,-110.3,x,2.2,-293.5,-222.0,x,-38.7,-1.9,-2.7,-0.1
c1coc(-c2nc(N=C3N=c4ccccc4=N3)[nH]c2-c2ccco2)c1,-2.5,0.0,-2.2,-3.8,-17.6,-26.8,x,x,0.3,0.6,-0.4
CCN(C(=O)c1cc(S(=O)(=O)N2CCOCC2)cn1C)c1cccc(C)c1,x,-9.7,-6.6,13.2,-3.6,10.7,1.2,x,-2.1,1.8,-0.3
C=CCn1c(SCC(=O)c2ccc(OC)cc2)nnc1-c1cc2cccc(OC)c2o1,3.3,4.4,-1.3,-9.9,13.5,6.0,2.3,-1.9,1.7,-11.5,-0.4
COc1ccc(NC(=O)Nc2cccc(Cl)c2Cl)c(OC)n1,3.1,-26.1,-19.2,-0.2,-37.1,-28.4,-1.3,-15.1,-0.2,-4.6,0.3
CCOC(=O)C1CCN(Cc2cc(=O)oc3cc(C)ccc23)CC1,4.1,-18.0,-2.1,-9.7,-13.6,8.5,2.0,-5.8,0.4,-14.6,0.1
O=C1NC[C@H](CCCCN2C[C@H](Cc3ccc(O)cc3)N(CC3CCCCC3)C(=O)C2=O)N(CCC2CCCCC2)C1=O,x,-6.0,-4.2,x,x,-2.8,x,x,0.0,-5.4,0.0
Cc1c(C(=O)NCCSCc2ccco2)cccc1[N+](=O)[O-],-6.2,-26.3,-4.1,-1.7,10.5,3.3,-0.7,-1.9,0.3,0.6,-0.1
O=C(NCC1COc2ccccc2O1)c1cc(S(=O)(=O)N2CCOCC2)ccc1F (stereo unspecified),-6.7,-7.2,-4.2,0.6,17.2,7.1,x,-0.4,-0.5,55.3,0.2
COc1ccc2c(n1)Sc1nc3ccccc3nc1N2,-1.2,-160.8,-95.1,i,-74.6,91.6*,-2.5,5.2,0.5,61.6*,0.1
COc1cc(C(=O)NCCN2CCOCC2)cc(OC)c1OC,-3.8,-0.1,-9.3,-18.2,-3.9,9.1,4.7,-5.6,4.4,-1.4,-0.2
CC(C)Oc1ccc(S(=O)(=O)N2CCCCC2)cc1NC(=O)CN1CCCC1c1cccs1 (stereo unspecified),-8.0,8.9,-3.0,-3.2,-0.2,10.1,-0.5,20.4,-0.5,1.2,0.9
CCCc1cc(=O)[nH]c(SCC(N)=O)n1,5.4,-17.8,-0.2,8.1,11.9,11.5,2.5,-8.7,17.9,-1.7,-0.2
CCc1ccc(NC(=O)C2C3C=CC(C4CC34)C2C(=O)O)cc1 (stereo unspecified),5.2,-23.2,0.0,-1.6,-84.6,-139.0,2.3,-37.6,-2.5,1.2,-0.2
CCN(CC)S(=O)(=O)c1cccc(C(=O)OCC(=O)N2CC(=O)Nc3ccccc32)c1,-9.8,-17.6,-5.2,27.9,-8.2,4.3,-1.3,-14.5,8.7,1.3,-0.2
COc1ccc(NS(=O)(=O)c2cc(NC(=O)c3ccco3)ccc2N2CCCC2)cc1,0.3,-0.4,-5.4,-17.8,17.4,13.4,-1.7,-2.5,1.8,3.9,-0.1
CC(=O)Nc1ccc(S(=O)(=O)NCCC(=O)N2CCC(Cc3ccccc3)CC2)cc1,-9.2,22.7,-2.6,-14.9,7.9,10.6,-0.1,5.3,-2.6,11.7,-0.3
Cc1cccc2cc(C#N)c(NCCNC(=O)NC3CCCCC3)nc12,6.5,0.8,-4.0,0.6,-12.7,-11.8,-1.5,3.0,-0.1,0.1,0.1
CC(=O)N1CCc2cc(S(=O)(=O)NC(CC(C)C)C(=O)N3CCCC3)ccc21 (stereo unspecified),0.7,-1.8,-3.3,-6.2,1.4,3.9,1.8,9.1,-0.6,-4.2,0.0
Cc1ccc(S(=O)(=O)N2CCN(C(=O)C3CCCC3)CC2)cc1C,10.2,33.6,-18.0,-6.1,12.3,5.0,2.7,-1.9,0.4,4.8,1.5
CCN(CC)C(=O)CSc1nc2ccccc2c(=O)n1CCC(=O)N1CCN(c2ccccc2)CC1,3.5,-0.6,-2.5,5.9,9.9,8.9,0.5,-4.6,-0.3,2.7,0.3
COc1ccccc1N(CC(O)CN1C(C)CCCC1C)S(=O)(=O)c1ccccc1 (stereo unspecified),-5.6,-2.8,-6.7,-1.4,-7.9,7.0,-2.4,1.6,-0.8,0.2,0.0
COc1ccc(-n2nnnc2SCC(=O)Nc2nnc(C)s2)cc1,-0.6,-5.9,-4.2,-6.0,5.3,4.5,-0.9,-0.1,5.8,-1.4,0.2
CN(C)S(=O)(=O)N(CC(=O)N1CCOCC1)c1ccccc1,-1.5,-10.4,-9.5,23.7,18.4,17.9,2.0,-4.5,1.8,-0.5,0.0
O=C(/C=C/c1cc(Br)ccc1O)c1ccco1,2.0,-12.0,-16.4,5.4,106.6*,93.7*,1.2,51.1,-0.9,11.0,-0.2
COc1cccc(C(=O)NCCCNC(=O)c2ccccn2)c1,-2.6,-29.3,-3.7,-3.7,16.6,7.3,5.7,3.1,-0.5,-5.2,0.0
COC(=O)[C@@H](CC(C)C)N(Cc1ccccc1)S(=O)(=O)N(Cc1ccccc1)[C@@H](CC(C)C)C(=O)OC,1.8,24.3,-3.3,6.6,11.2,13.2,x,9.8,-1.3,-7.3,0.3

# Entries shown so far that have bromine, in the order listed:
SMILES,PDI inh,NR2E3 ag-1,CaV13 FRET inh,Vif inh,Peg3 prom inh,HIF-2a block,NR2E3 ag-2,TRPM1 prom inh,iPSC survival up,Exocytosis inh,aDG glyco act
Cc1nc(N2CCN(S(=O)(=O)c3ccc(Br)cc3)CC2)c2c(C)c(C)sc2n1,-3.7,11.4,5.7,7.1,18.9,21.1,1.9,13.3,0.2,8.5,0.2
O=C(/C=C/c1cc(Br)ccc1O)c1ccco1,2.0,-12.0,-16.4,5.4,106.6*,93.7*,1.2,51.1,-0.9,11.0,-0.2
